Screening data from PubChem.
TrxR1 substrate: substrates of rat thioredoxin reductase 1; purified TrxR1 substrate turnover, NADPH consumption readout; Potency, µM (series often up to 114 µM), for the others: at the highest dose activity change, negative = substrate turnover; 390,000 tested, 0.01% active; AID 588456; further: potency means the concentration at half of the fitted maximal effect; on the % scale 0 is the no-effect control and ±100 the full control effect; nearly all actives have a fitted effect of over 50% in size
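Rat TrxR1, dispensed at 90 nM, was prereduced with 400 uM NADPH (final) for 5 min at ~22 deg C, then incubated with compound 15 min before 400 uM selenite. A first-read NADPH fluorescence drop versus no-compound background flagged substrates.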
PI4K2A block: PI4K2A (human) kinase inhibition; 420,000 tested, 0.13% active; activity change, negative = inhibition, % at 76.9 µM; purified PI4K2A, ADP-Glo luminescence, 1 h; active compounds read low; Q9BTU6; in the data active means activity change below about -50%; inconclusive means mostly about -30% to -49%;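 further: -100% = wells without enzyme as full effect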
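PI4K2A activity was measured by ADP-Glo luminescence: enzyme (4 ug/mL stock) and phosphatidylinositol (1.2 mM stock) in Tris pH 7.5/MgCl2/EGTA/Triton X-100 buffer were reacted with ATP (300 microM stock) for one hour at ambient temperature.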
mIDH1 inhibitor: blocks human mutant IDH1 R132H enzyme | O75874 | IDH1-R132H enzyme, NADPH consumption, diaphorase/resazurin fluorescence | Potency, µM (doses to about 76.6 µM), without a hit: at the highest dose activity change, negative = inhibition, hits mostly inhibitors | 390,000 tested, 0.093% active | AID 602179; further: potency means the concentration at half of the fitted maximal effect; on the % scale 0 is the no-effect control and ±100 the full control effect; nearly all actives have a fitted effect of over 65% in size
Target sequence (O75874 whole entry R132H, stated change not applied): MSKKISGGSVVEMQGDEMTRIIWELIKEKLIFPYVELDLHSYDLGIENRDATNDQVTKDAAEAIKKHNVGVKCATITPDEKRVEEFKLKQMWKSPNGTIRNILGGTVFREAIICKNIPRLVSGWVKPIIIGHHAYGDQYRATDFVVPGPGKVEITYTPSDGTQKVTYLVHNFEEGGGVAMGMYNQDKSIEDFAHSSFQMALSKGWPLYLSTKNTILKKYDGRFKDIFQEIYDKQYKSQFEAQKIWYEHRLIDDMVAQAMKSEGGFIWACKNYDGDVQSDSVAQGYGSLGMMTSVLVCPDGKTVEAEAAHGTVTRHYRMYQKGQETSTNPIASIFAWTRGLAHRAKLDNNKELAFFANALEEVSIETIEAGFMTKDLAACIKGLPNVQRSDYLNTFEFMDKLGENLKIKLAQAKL
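IDH1-R132H (0.5 ug/mL dispensed) in pH 7.5 Tris buffer was preincubated 30 min with compound, then given a substrate mix of 0.016 mM NADPH and 2 mM alpha-KG for 80 min at room temperature; remaining NADPH was read by diaphorase/resazurin fluorescence.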
USP1-UAF1 inh: blocks the human USP1/UAF1 deubiquitinase complex | Potency, µM (titrated, usually from 57.1 µM), without a hit: top-dose activity change, negative = inhibition, actives largely listed as inhibitors | recombinant USP1/UAF1, Ub-Rhodamine cleavage fluorescence | AID 743255 | 390,000 tested, 0.23% active; further: potency means the concentration at half of the fitted maximal effect; on the % scale 0 is the no-effect control and ±100 the full control effect; nearly all actives have a fitted effect of over 60% in size; inactives centre near -12
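USP1/UAF1 complex (1 nM) preincubated 15 min at room temperature with compound, then Ub-Rho substrate (150 nM final) added. Kinetic fluorescence at 480/540 nm over 6 reads at 60 s intervals; 50 mM HEPES pH 7.8, 0.5 mM EDTA, 0.1 mg/ml BSA, 1 mM TCEP, 0.01% Tween-20.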
D2 antagonist: antagonizes the human D2 dopamine receptor | HEK293 TREx D2 cells, calcium flux, dopamine EC80 | inhibition, % at 10 µM | 340,000 tested, 2% active | P14416; in the data active means inhibition above about 30%; further: 0% is about no effect
Target sequence (P14416 whole entry, looked up): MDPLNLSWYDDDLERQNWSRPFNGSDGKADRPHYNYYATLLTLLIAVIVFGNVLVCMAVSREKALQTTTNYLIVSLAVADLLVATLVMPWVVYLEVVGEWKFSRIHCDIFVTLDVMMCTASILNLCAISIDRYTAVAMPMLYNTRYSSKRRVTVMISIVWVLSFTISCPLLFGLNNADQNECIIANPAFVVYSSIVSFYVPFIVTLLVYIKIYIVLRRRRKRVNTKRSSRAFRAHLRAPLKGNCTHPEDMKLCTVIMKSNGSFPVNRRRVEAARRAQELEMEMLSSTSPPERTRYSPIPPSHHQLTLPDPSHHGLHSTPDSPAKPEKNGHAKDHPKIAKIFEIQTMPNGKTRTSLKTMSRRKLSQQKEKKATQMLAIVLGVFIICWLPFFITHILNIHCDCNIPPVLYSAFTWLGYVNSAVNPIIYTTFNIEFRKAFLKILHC
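Dopamine at EC80 is the agonist stimulus; test compounds precede it by 180 s. Calcium flux read kinetically in a force-coupled, inducible HEK293 T-REx D2 cell line.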
D2 ag: activates the human D2 dopamine receptor | P14416 | HEK293 T-REx D2 cells, calcium flux agonist mode | activation, % at 2 µM | 340,000 tested, 0.53% active | AID 485358;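 active means activation over 3 SD above normal in the single-dose calcium agonist read, cut at about 30% in these data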; further: 0% is about no effect
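In this primary screen, compounds producing a positive calcium signal within 180 s of addition to tetracycline-induced, force-coupled HEK293 Trex D2 cells are flagged; cells are dye-loaded with a no-wash calcium kit beforehand.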
TRHR ag: agonists of human TRH receptor; TRHR cells, calcium flux fluo-8, FDSS agonist mode; activation, % at 2 µM; 360,000 tested, 0.18% active; in the data active means activation above about 30%; further: 0% is about no effect
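TRHR-expressing cells loaded with fluo-8 calcium dye; 23 nL library compound pin-transferred, kinetic FDSS fluorescence (Ex 480/Em 530) recorded about 180 s for agonist-induced calcium release, before a 10 nM TRH EC20 addition for potentiator mode.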
TrxR1 inh: blocks rat thioredoxin reductase 1; O89049; recombinant rTrxR1, NADPH fluorescence consumption, selenite substrate; Potency, µM (series often up to 114 µM), for inactives: top-dose activity change, negative = inhibition, most hits filed as inhibitors; 390,000 tested, 1% active; AID 588453; further: potency means the concentration at half of the fitted maximal effect; on the % scale 0 is the no-effect control and ±100 the full control effect; nearly all actives have a fitted effect of over 65% in size
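Rat TrxR1 (90 nM in the dispensed reagent) was pre-reduced with 400 uM NADPH for 5 min at room temperature, then incubated with compound for 15 min. After 400 uM selenite was added, NADPH fluorescence (Ex 340/Em 450 nm) was followed for 8 min.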
TRHR enhancer: allosteric enhancers of human TRH receptor; enhancement, % at 2 µM; 360,000 tested, 0.66% active; TRHR cells, fluo-8 calcium fluorescence, EC20 TRH enhancement; in the data active means enhancement above about 30%; further: 0% is about no effect
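TRHR-expressing cells loaded with fluo-8 calcium dye were read kinetically (ex 480/em 530) during compound addition, then stimulated with an EC20 of TRH (10 nM final). Enhancement of the Gq-mediated intracellular calcium response was scored.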
Numbers without * were called inactive; ? = inconclusive; / = no result given; [ ] = dose if it differs, or a comment. Unless noted, the call rests on the fitted dose curve; in most records, active means well fitted inhibition curve with a large enough effect; inconclusive means small, poorly fitted or top-dose-only effect; inactive means no such curve, though single readings can be large or run the other way.

SMILES	TrxR1 substrate	PI4K2A block	mIDH1 inhibitor	USP1-UAF1 inh	D2 antagonist	D2 ag	TRHR ag	TrxR1 inh	TRHR enhancer
CN(CC(=O)Nc1ccc(F)cc1)C(=O)COc1ccc(C(=O)c2ccccc2)cc1	3%[57.1 µM]	-7	2%	-15%	-1	0.6	0.1	10%[57.1 µM]	-1
CC(C)CC(=O)Nc1ccc(C(=O)COC(=O)C2=COCCO2)cc1	-3%	1	4%	3%	17	-0.3	2.3	12%	-3
Cc1cc(OC(C)C(=O)NCCCN2CCOCC2)ccc1Cl (stereo unspecified)	3%	-10	8%	-14%	-8	0.6	0.0	8%	4
COc1ccc(C(=O)Nc2ccc(S(=O)(=O)N3CCCCC3)cc2)cc1OC	-8%	0	2%	-16%	-4	0.5	0.6	3%	11
CN(Cc1ccc2nonc2c1)Cc1nc(CC2CC2)no1	3%[57.1 µM]	0	19%	-16%	14	0.7	-0.9	-1%[57.1 µM]	-2
CCCCC[C@@H]1C=C(C(=O)O)[C@H](c2ccc3c(c2)OCO3)N1S(=O)(=O)c1ccc(C)cc1	-3%	2	-2%	-6%	/	/	/	7%	/
CC(NC(=S)NNS(=O)(=O)c1cccc([N+](=O)[O-])c1)c1ccccc1 (stereo unspecified)	4%	3	2%	-21%	-1	-0.4	-0.5	-14%	-7
O=C(NCCNc1ccc([N+](=O)[O-])cc1)c1ccco1	-4%[57.1 µM]	-2	-1%	?	/	/	-1.5	13%[57.1 µM]	-7
CC(=O)Nc1cccc(NS(=O)(=O)c2cn(C)c(=O)n(C)c2=O)c1	7%[57.1 µM]	2	2%	-27%	7	0.0	0.2	7%[57.1 µM]	-1
Cc1cccc(C(=O)Nc2ccc(C(=O)OCc3cc(=O)n4c(C)csc4n3)cc2)c1	9%[57.1 µM]	1	-10%	-27%	/	0.9	-0.3	14%[57.1 µM]	-5
Cc1nc(-c2ccc(F)cc2)c(CC(=O)N(C)CC(=O)Nc2ccc(F)cc2)s1	1%	-2	5%	-5%	16	0.1	0.4	3%	1
COc1ccc(OCc2cc(C(=O)N3C[C@H]4CC[C@H]3C4)no2)c(Cl)c1	0%	0	2%	-12%	-20	0.0	-0.9	10%	-3
CCC(NC(=O)NCc1cccnc1)(C(F)(F)F)C(F)(F)F	-8%[57.1 µM]	-2	7%	-16%	-19	-0.5	-0.2	3%[57.1 µM]	5
CCCNC(=O)c1cc(-c2ccco2)on1	-6%	-4	1%	11%	6	1.3	0.3	-29%	6
CCOC(=O)C1=CN(CC)CCC1=O	-14%	-2	-10%	-16%	/	/	/	-22%	/
CCNC(=O)COc1cccc2ccccc12	2%	-4	1%	-26%	15	-0.2	-0.1	12%	4
O=[N+]([O-])c1ccc(CSc2nc3ncc(Br)cc3[nH]2)cc1	3%	-1	-7%	-28%	1	-0.4	-0.1	27%	4
O=C1c2ccccc2C(=O)N1CCCCN(C(=O)c1ccc([N+](=O)[O-])cc1)c1ccc(Cl)cc1	-6%	-1	4%	-21%	7	-0.5	0.1	4%	-5
CCC(=O)N1c2ccc(S(=O)(=O)CCC(=O)NCCC3=CCCCC3)cc2CC1C (stereo unspecified)	-7%	-3	-4%	-10%	31*	-0.4	1.8	?	-4
COC(=O)c1cc(CSc2nnc(NC3CCCCC3)s2)oc1C	8%[57.1 µM]	-7	2%	-8%	-9	-1.7	-1.0	?	-6
CCN1CCN(C(c2ccccc2Cl)c2sc3nc(-c4ccco4)nn3c2O)CC1 (stereo unspecified)	-11%[57.1 µM]	-2	-5%	-4%	/	-0.5	-1.2	-11%[57.1 µM]	3
O=C(NC1CCCCC1)c1cc2c(cc1Cl)N1CCCCCC1=NS2(=O)=O	3%	-2	-12%	-19%	-6	0.4	0.0	23%[57.1 µM]	-5
CCOC(=O)C(=O)Nc1nc(-c2ccccc2)c(-c2ccccc2)o1	-4%	-4	5%	-12%	9	-0.5	-0.2	-8%	-2
CC1=C(C(=O)Nc2cccc(F)c2)C(c2ccsc2)C2=C(CC(C)(C)CC2=O)N1 (stereo unspecified)	42%[activator]	4	-1%	-16%	-11	-0.1	-0.1	5%	3
O=C1CCC(=O)N1CNc1ccc(Oc2ccccc2)cc1	10%	4	1%	-18%	23	0.0	0.2	8%	-8

Part of the list above with just TrxR1 inh, TRHR ag and PI4K2A block.
| molecule | TrxR1 inh | TRHR ag | PI4K2A block |
| --- | --- | --- | --- |
| O=[N+]([O-])c1ccc(CSc2nc3ncc(Br)cc3[nH]2)cc1 | 27% | -0.1 | -1 |
| O=C1c2ccccc2C(=O)N1CCCCN(C(=O)c1ccc([N+](=O)[O-])cc1)c1ccc(Cl)cc1 | 4% | 0.1 | -1 |

Seven entries from above, in markdown:
| Structure | TrxR1 substrate | PI4K2A block | mIDH1 inhibitor | USP1-UAF1 inh | D2 antagonist | D2 ag | TRHR ag | TrxR1 inh | TRHR enhancer |
| --- | --- | --- | --- | --- | --- | --- | --- | --- | --- |
| COc1ccc(OCc2cc(C(=O)N3C[C@H]4CC[C@H]3C4)no2)c(Cl)c1 | 0% | 0 | 2% | -12% | -20 | 0.0 | -0.9 | 10% | -3 |
| CCC(NC(=O)NCc1cccnc1)(C(F)(F)F)C(F)(F)F | -8%[57.1 µM] | -2 | 7% | -16% | -19 | -0.5 | -0.2 | 3%[57.1 µM] | 5 |
| CCCNC(=O)c1cc(-c2ccco2)on1 | -6% | -4 | 1% | 11% | 6 | 1.3 | 0.3 | -29% | 6 |
| CCOC(=O)C1=CN(CC)CCC1=O | -14% | -2 | -10% | -16% | / | / | / | -22% | / |
| CCNC(=O)COc1cccc2ccccc12 | 2% | -4 | 1% | -26% | 15 | -0.2 | -0.1 | 12% | 4 |
| O=[N+]([O-])c1ccc(CSc2nc3ncc(Br)cc3[nH]2)cc1 | 3% | -1 | -7% | -28% | 1 | -0.4 | -0.1 | 27% | 4 |
| O=C1c2ccccc2C(=O)N1CCCCN(C(=O)c1ccc([N+](=O)[O-])cc1)c1ccc(Cl)cc1 | -6% | -1 | 4% | -21% | 7 | -0.5 | 0.1 | 4% | -5 |

The list goes on.
SMILES	TrxR1 substrate	PI4K2A block	mIDH1 inhibitor	USP1-UAF1 inh	D2 antagonist	D2 ag	TRHR ag	TrxR1 inh	TRHR enhancer
NC(=Nc1ccc(Cl)cc1)c1ccccc1	0%	3	-2%	-6%	34*	29	31*	8%	-19
CCn1cc(S(=O)(=O)c2ccccc2)c(=O)c2cc(C)ccc21	-8%	-1	-15%	7%	/	-0.8	-0.4	-1%	-1
COc1ccc(CCN=C(N)NS(=O)(=O)c2ccc3ccccc3c2)cc1	-5%	-2	4%	-7%	1	-1.2	-0.1	6%	10
COc1ccc(N2CCN(C(CNC(C)=O)c3ccc4c(c3)OCO4)CC2)cc1 (stereo unspecified)	-3%	-3	-3%	-4%	14	0.2	-0.7	8%	6
COc1ccc(CCNC(=O)C(=O)NCC2OCCN2S(=O)(=O)c2ccc(F)cc2)cc1 (stereo unspecified)	7%[57.1 µM]	-4	11%	-15%	26	-0.1	-0.7	43%	4
CCOC(=O)N1CCN(S(=O)(=O)c2ccc3c(c2)C(C)C(=O)N3)CC1 (stereo unspecified)	-1%	-3	-12%	-20%	-8	0.6	-1.9	-7%	-6
Cc1[nH]n(C(N)=S)c(=O)c1N=Nc1ccc(S(=O)(=O)N2CCCC2)cc1	-17%	13	-3%	-18%	28	-0.1	-0.6	-34%	-1
O=C(CSc1nnc(-c2ccco2)n1-c1ccccc1Cl)Nc1cccc(C(=O)O)c1	9%	-5	19%	-10%	18	0.2	0.1	?	-1
Cc1ccc(-c2cc(C(=O)NCc3cn(C)nc3C)c3cc(Br)ccc3n2)cc1	-14%	-3	3%	-21%	8	0.5	-0.4	-13%	-2
Cc1cccc(-n2nnnc2SC(C)C(=O)NCCC2=CCCCC2)c1 (stereo unspecified)	-12%	-5	-2%	-6%	-18	-1.4	-0.2	-6%	-2
Cc1nc(N2CCN(S(=O)(=O)c3ccccc3C#N)CC2)c2c(-c3cccs3)csc2n1	-10%	6	-10%	-16%	-1	1.2	0.4	-3%	0
Cc1nnsc1C(=O)Nc1cccc(Cl)c1	7%	-6	-6%	-4%	7	0.0	0.0	15%	-3
O=C(c1ccc(Cl)c(S(=O)(=O)NCc2cccnc2)c1)N1CCCC1	1%	-4	-4%	-12%	-21	0.5	0.0	24%	4
O=C(Cn1cnc2c(nnn2Cc2ccc(F)cc2)c1=O)NCc1ccccc1	0%	-9	0%	1%	0	0.8	0.1	21%	9
O=C(O)C1C2CCC(O2)C1C(=O)Nc1ccccc1Br (stereo unspecified)	12%	-1	-7%	-26%	-1	-0.5	0.5	16%	-2
OCCC1CN(Cc2cn[nH]c2C2CCCCC2)CCN1C1CCCCC1 (stereo unspecified)	2%[57.1 µM]	-5	-12%	6%	-6	1.6	0.1	7%[57.1 µM]	-1
O=C(NCCCN1CCN(c2ccccc2)CC1)c1nnc(Cc2c(F)cccc2Cl)o1	0%	-3	31%	-25%	/	/	0.0	13%	-1
CCOc1ccc(N(CC(=O)Nc2cccc(OC)c2)S(C)(=O)=O)cc1	2%	13	3%	-14%	-1	0.3	0.1	14%	-7
O=C(c1ccco1)N1CCN(c2ncnc3c2[nH]c2ccc(Br)cc23)CC1	9%	8	1%	-3%	-10	0.9	0.9	4%	2
CCOC(=O)c1cc2c(ccn2C)n1Cc1ccc(Cl)cc1	-8%	-14	-2%	5%	4	-1.5	-1.1	-5%	-5
Cn1c(SCC(=O)Nc2ccccc2F)nc2c([nH]c3ccccc32)c1=O	1%[57.1 µM]	3	-16%	8%	/	/	-0.3	28%[57.1 µM]	-7
CN(CC(=O)NCc1ccccc1)CC(=O)Nc1ccc(Cl)c(C(F)(F)F)c1	6%	1	-10%	-29%	22	2.4	1.8	28%	5
